Source: PubChem
USP1 inh: inhibitors of human USP1/UAF1 deubiquitinase. recombinant USP1/UAF1, Ub-Rhodamine cleavage fluorescence. Potency, µM (top dose mostly 57.1 µM), for the others: top-dose activity change, negative = inhibition, hits mostly inhibitors. 0.23% of 390,000 active. AID 743255; further: on the % scale 0 is the no-effect control and ±100 the full control effect; nearly all actives have a fitted effect of over 60% in size; inactives centre near -12
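USP1/UAF1 complex at 1 nM was preincubated with compound for 15 min at room temperature, then Ub-Rho substrate (150nM final) was added. Fluorescence (480/540 nm) was read kinetically, 6 reads every 60 seconds.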
mIDH1 inhibitor: inhibitors of human mutant IDH1 R132H; O75874; IDH1-R132H enzyme, NADPH consumption, diaphorase/resazurin fluorescence; Potency, µM (doses to about 76.6 µM), without a hit: at the highest dose activity change, negative = inhibition, most hits filed as inhibitors; 0.093% of 390,000 active; AID 602179; further: on the % scale 0 is the no-effect control and ±100 the full control effect; nearly all actives have a fitted effect of over 65% in size
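IDH1-R132H (0.5 ug/mL dispensed) in pH 7.5 Tris buffer was preincubated 30 min with compound, then given a substrate mix of 0.016 mM NADPH and 2 mM alpha-KG for 80 min at room temperature; remaining NADPH was read by diaphorase/resazurin fluorescence.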
TrxR1 inh: inhibitors of rat thioredoxin reductase 1; O89049; recombinant rTrxR1, NADPH fluorescence consumption, selenite substrate; Potency, µM (doses to about 114 µM), inactives show at the top dose activity change, negative = inhibition, hits mostly inhibitors; 1% of 390,000 active; AID 588453; further: on the % scale 0 is the no-effect control and ±100 the full control effect; nearly all actives have a fitted effect of over 65% in size
Target sequence (O89049 whole entry, looked up): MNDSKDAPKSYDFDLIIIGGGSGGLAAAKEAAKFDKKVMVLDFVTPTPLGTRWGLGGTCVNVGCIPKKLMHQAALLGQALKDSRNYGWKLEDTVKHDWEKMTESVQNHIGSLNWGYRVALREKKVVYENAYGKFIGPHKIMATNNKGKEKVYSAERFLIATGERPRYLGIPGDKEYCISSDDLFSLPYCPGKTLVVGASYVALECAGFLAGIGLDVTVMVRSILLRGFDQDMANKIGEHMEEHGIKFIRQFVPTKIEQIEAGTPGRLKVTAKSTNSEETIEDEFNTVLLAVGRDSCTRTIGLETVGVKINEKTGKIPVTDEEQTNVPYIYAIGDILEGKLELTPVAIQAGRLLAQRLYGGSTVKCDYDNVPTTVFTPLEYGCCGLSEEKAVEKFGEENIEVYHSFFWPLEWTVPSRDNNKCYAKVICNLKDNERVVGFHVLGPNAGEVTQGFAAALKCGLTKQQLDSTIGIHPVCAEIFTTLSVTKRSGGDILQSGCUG
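Rat TrxR1 (90 nM in the dispensed reagent) was pre-reduced with 400 uM NADPH for 5 min at room temperature, then incubated with compound for 15 min. After 400 uM selenite was added, NADPH fluorescence (Ex 340/Em 450 nm) was followed for 8 min.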
ALOX12 inh: blocks human arachidonate 12S-lipoxygenase | Potency, µM (top dose mostly 108 µM), for the others: top-dose activity change, negative = inhibition, most hits filed as inhibitors | 1.1% of 580,000 active | purified 12hLO, xylenol orange hydroperoxide absorbance | P18054; further: on the % scale 0 is the no-effect control and ±100 the full control effect
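Hydroperoxide product was detected by ferrous iron/xylenol orange as the 573 to 405 nm absorbance ratio. Arachidonic acid at 40 uM (final) was turned over for 30 min at room temperature by 150 nM human 12hLO, pH 7.0 Hepes buffer, after 15 min compound preincubation.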
Vif-A3G inh: inhibitors of Vif-APOBEC3G interaction; HeLa A3G-eYFP + Vif (tagged APOBEC3G with the HIV-1 protein that degrades it), YFP fluorescence, overnight; Potency, µM (highest dose often 46.1 µM), without a hit: at the top dose activity, negative = active, most hits filed as inhibitors; 0.076% of 410,000 active; AID 602310;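 further: on the % scale 0 is the no-effect control and ±100 the full control effect; nearly all actives have a fitted effect of over 60% in size; hits raise eYFP signal because A3G escapes Vif-driven loss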
Target sequence (Q9HC16 whole entry, looked up): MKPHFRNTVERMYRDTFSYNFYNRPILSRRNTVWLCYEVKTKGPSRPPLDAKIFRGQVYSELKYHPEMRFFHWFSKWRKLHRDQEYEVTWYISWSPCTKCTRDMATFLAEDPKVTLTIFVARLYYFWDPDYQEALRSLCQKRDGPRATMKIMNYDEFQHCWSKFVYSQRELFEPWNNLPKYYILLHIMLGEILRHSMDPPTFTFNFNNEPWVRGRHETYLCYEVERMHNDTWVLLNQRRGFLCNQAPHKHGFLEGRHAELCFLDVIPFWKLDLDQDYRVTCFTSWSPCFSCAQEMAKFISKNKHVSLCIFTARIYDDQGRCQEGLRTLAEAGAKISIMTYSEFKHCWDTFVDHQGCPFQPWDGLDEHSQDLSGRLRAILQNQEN
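HeLa cells stably expressing Vif and C-terminally eYFP-tagged A3G, seeded overnight at 37 deg C, then exposed to compound by pintool overnight at 37 deg C. Rise in yellow fluorescence (Ex 488/Em 500-530, Acumen) marks blocked Vif-driven A3G degradation.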
RXFP1 ag: activates the human relaxin receptor RXFP1 | Q9HBX9 | AID 2676 | HEK293T-RXFP1 cAMP TR-FRET, 30 min; response scale: percent of porcine relaxin response, buffer zero | 0.3% of 370,000 active | Potency, µM (top dose mostly 57.5 µM), inactives show top-dose activation, most hits filed as activators; further: on the % scale 0 is the no-effect control and ±100 the full control effect; nearly all actives have a fitted effect of over 60% in size; many of its hits are not listed in these tables
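HEK293T cells stably expressing RXFP1 were pretreated with the PDE4 inhibitor Ro 20174, exposed to compounds for 30 min at 37C, lysed, and cAMP was read by TR-FRET. Data normalized to buffer (basal) and 29 nM porcine relaxin (100%).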
RGS4 inhibitor: blocks human RGS4-accelerated GTP hydrolysis; AID 504845; Potency, µM (doses to about 114 µM), for the others: at the top dose activity change, negative = inhibition, most hits filed as inhibitors; 0.039% of 390,000 active; Transcreener GDP fluorescence polarization, RGS4-accelerated GTP hydrolysis; further: on the % scale 0 is the no-effect control and ±100 the full control effect; nearly all actives have a fitted effect of over 75% in size; some results filed as inactive show a strong effect at the top dose
Target sequence (P49798 whole entry, looked up): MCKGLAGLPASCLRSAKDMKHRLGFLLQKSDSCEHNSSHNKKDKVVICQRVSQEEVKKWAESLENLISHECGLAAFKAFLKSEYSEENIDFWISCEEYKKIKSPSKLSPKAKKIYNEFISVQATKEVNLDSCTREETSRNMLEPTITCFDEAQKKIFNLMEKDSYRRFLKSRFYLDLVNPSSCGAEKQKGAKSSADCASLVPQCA
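MLSMR compounds (23 nl, pin-transferred) preincubated 10 min at room temperature with a 500nM (2x) first reagent, then RGS4 at 900nM (2x) plus Transcreener GDP mix added; fluorescence polarization (620/688 nm) read before and after 90 min at 30 °C.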
Vif-A3F inh: inhibitors of Vif-A3F interaction; 0.2% of 390,000 active; HeLa A3F-eYFP + Vif (tagged APOBEC3F with the HIV-1 protein that degrades it), YFP fluorescence increase; Potency, µM (series often up to 46.1 µM), without a hit: at the top dose activity, negative = active; further: % of control where 0% means no effect; nearly all actives have a fitted effect of over 65% in size
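Fluorescence increase (Ex 488/Em 500-530) after overnight compound treatment at 37 deg C flags inhibition of Vif-driven A3F-eYFP loss in stable HeLa A3F-eYFP/Vif cells seeded overnight beforehand.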
TrxR1 substrate: substrates of rat thioredoxin reductase 1; 0.01% of 390,000 active; purified TrxR1 substrate turnover, NADPH consumption readout; O89049; Potency, µM (doses to about 114 µM), without a hit: at the top dose activity change, negative = substrate turnover; AID 588456; further: on the % scale 0 is the no-effect control and ±100 the full control effect; nearly all actives have a fitted effect of over 50% in size
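Rat TrxR1, dispensed at 90 nM, was prereduced with 400 uM NADPH (final) for 5 min at ~22 deg C, then incubated with compound 15 min before 400 uM selenite. A first-read NADPH fluorescence drop versus no-compound background flagged substrates.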
An asterisk follows results filed as active; i = inactive; ? = inconclusive; . = no result given; & = joins results of further samples; [ ] = another dose, or the depositor's remark. The call rests on the fitted dose curve; in most records, active means well fitted curve in the direction sought with a large enough effect; inconclusive means small, poorly fitted or top-dose-only effect, or another doubt; inactive means no such curve, though single readings can be large; an effect the other way counts as inactive or inconclusive. Potency means the concentration at half of the fitted maximal effect. A portion of the library (hit frequency here may not be typical).

SMILES | USP1 inh | mIDH1 inhibitor | TrxR1 inh | ALOX12 inh | Vif-A3G inh | RXFP1 ag | RGS4 inhibitor | Vif-A3F inh | TrxR1 substrate
CC(C)c1ccc(C(CC(=O)O)NC(=O)c2cccs2)cc1 (stereo not given) | -4% | 5% | 21%[57.1 µM] | -30% | 0% | -1.0% | -9% | 0% | -16%[57.1 µM]
Nc1ccc(-c2cn3cccnc3n2)cc1 | -15% | 11% | 5%[57.1 µM] | -8% | 4% | -3.8% | -16% | -14% | 6%[57.1 µM]
CC1CCN(CC(=O)Nc2ccc(S(=O)(=O)N3CCC(C)CC3)cc2)CC1 | -16% | 11% | 28%[57.1 µM] | ? | -3% | 1.3% | -22% | 6% | 9%[57.1 µM]
CCC(C(=O)NCCCN(CC)CC)n1ncn2c(cc3occc32)c1=O (stereo not given) | -21% | . | 6% | -11% | . | 2.3% | 11% | . | -5%
O=C(CNC(=O)c1cccnc1)N/N=C/c1cc(Br)c(O)c(Br)c1 | -12% | -1% | -8% | 14% | 4% | 0.8% | -11% | 11% | -4%
CC(=O)c1cc(C#N)c(NCc2ccccc2)nc1C | 2% | 8% | 6%[57.1 µM] | -2% | ? | 2.5% | -3% | 5% | -2%[57.1 µM]
CCOCCCNC(=O)c1[nH]c2cc(C)ccc2c1Sc1ccc(Cl)cc1 | ? | -8% | 18% | 5% | -3% | -1.6% | -5% | -4% | 2%
Cc1ccn(-c2ccc([N+](=O)[O-])cc2)n1 | -8% | 5% | 12% | -13% | 1% | -0.7% | 26% | 1% | -4%
CCOC(=O)c1c(C)n(C)c2ccc(O)c(S(=O)(=O)c3ccccc3)c12 | 3% | 13% | 18% | -4% | 1% | -0.4% | 28% | -8% | 7%
CCCc1c(C)nc2c(Br)cccc2c1Cl | -23% | -5% | 18% | -1% | 0% | 6.2% | -23% | 1% | 3%
Cc1cc(-n2c(C)c3c(C)nnc(C)c3c2C)ccc1N | -18% | 7% | -1%[57.1 µM] | ? | 0% | 5.4% | -9% | -6% | 6%
Cc1cc(C(=O)NCc2ccccc2)c2c(C)nn(-c3cccc(Cl)c3C)c2n1 | 4% | -22% | 38%[activator] | ? | 2% | 26% | -10% | 2% | 28%
Cc1cc(=O)oc2cc(OCC(=O)N3CCOCC3)ccc12 | -9% | 0% | -5% | ? | 0% | 4.5% | ? | 0% | 64%[activator]
O=C(O)c1ccc(NC(=O)c2ccc(Br)c(S(=O)(=O)N3CCCC3)c2)cc1 | -11% | 9% | 9% | -27% | 0% | 0.1% | 5% | -4% | 5%
Cc1ccc(S(=O)(=O)/N=C(\N)c2ccc(F)cc2)cc1 | -10% | -5% | 12% | 2% | 2% | 0.2% | 21% | -12% | 2%
O=C(OCc1nnc(-c2ccc(Br)cc2)o1)c1ccco1 | -5% | 8% | -10% | ? | -1% | 4.0% | 1% | 1% | -7%
O[C@H]1CN(Cc2cccs2)[C@@H](c2ccccc2)C[C@@H]1n1cc(-c2ccc(F)cc2)nn1 | ? | 4% | . | -11% | -8% | . | . | -13% | .
CN(CC(=O)NCc1ccc(F)cc1)Cc1cccc(Cl)c1 | 1% | 5% | 12% | -15% | -1% | -1.1% | -8% | -31% | 3%[0.457 µM]
CC(=O)c1cc(-c2nc3ccccc3n2C)n(C)c1 | -7% | 2% | -13% | 136%[activator][57.4 µM] | 0% | 1.5% | -48% | 2% | -1%
CC(NCC(=O)Nc1cc(Cl)cc(Cl)c1)c1ccccc1 (stereo not given) | -8% | 4% | 18% | ? | -7% | 0.5% | -10% | -2% | -8%
O=c1c(CO)cc(CO)cc(CO)c1O | -1% | 0% | -17% | -26% | -7% | -0.4% | 13% | 3% | -12%
COc1ccc(C2C(C(=O)Nc3cc(OC)c(OC)c(OC)c3)c3ccccc3C(=O)N2C)cc1OC (stereo not given) | -22% | 6% | 21%[57.1 µM] | 1% | -5% | -1.9% | 18% | -4% | 6%[57.1 µM]
COc1ccc(NC(=O)N(C)C[C@H]2OCCCC[C@@H](C)Oc3ccc(NC(=O)c4ccccc4)cc3C(=O)N([C@H](C)CO)C[C@@H]2C)cc1 | -1% | 1% | . | 0% | -15% | . | . | -14% | .
O=C(O)CNC(=O)/C(=C\c1ccc2c(c1)OCO2)NC(=O)c1ccc(Br)cc1 | -23% | 4% | -2%[57.1 µM] | ? | -2% | 1.2% | -14% | -19% | -1%[57.1 µM]
O=C(NCC(=O)N1CCN(c2ncc(C(F)(F)F)cc2Cl)CC1)c1ccc(Br)o1 | -16% | -3% | -4% | 2% | 0% | -2.2% | -5% | -7% | -2%
CC(=O)c1c(C)[nH]c(-c2ccccc2)c1C | -3% | 4% | -10% | -3% | -1% | -1.4% | 27% | -10% | -12%
COc1ccc(NC(=O)CN(C)S(=O)(=O)c2ccc3[nH]c(=O)oc3c2)cc1 | -3% | -4% | 19% | -24% | -1% | 0.8% | 37% | -3% | -3%
COc1ccc(C(=O)NC(=S)Nc2ccc3oc(=O)ccc3c2)cc1 | -5% | 6% | ? | -25% | -8% | 1.5% | 9% | -4% | -12%
O=c1[nH]c2ccccc2nc1N1CCOCC1 | -16% | 1% | -13% | -1% | 2% | -2.0% | -40% | 5% | -10%
COc1ccc(-n2c(Cc3cc(=O)[nH]c(=O)[nH]3)nnc2SCC(=O)Nc2ccccc2)cc1 | -3% | 3% | -6%[57.1 µM] | 21%[57.4 µM] | 1% | 0.3% | -27% | -15% | 5%[57.1 µM]

3 of the entries above in order of their number in USP1 inh, highest first.
SMILES | USP1 inh | mIDH1 inhibitor | TrxR1 inh | ALOX12 inh | RGS4 inhibitor | TrxR1 substrate
O=c1c(CO)cc(CO)cc(CO)c1O | -1% | 0% | -17% | -26% | 13% | -12%
COc1ccc(C(=O)NC(=S)Nc2ccc3oc(=O)ccc3c2)cc1 | -5% | 6% | ? | -25% | 9% | -12%
O=C(NCC(=O)N1CCN(c2ncc(C(F)(F)F)cc2Cl)CC1)c1ccc(Br)o1 | -16% | -3% | -4% | 2% | -5% | -2%

Remaining list, next part:
SMILES | USP1 inh | mIDH1 inhibitor | TrxR1 inh | ALOX12 inh | Vif-A3G inh | RXFP1 ag | RGS4 inhibitor | Vif-A3F inh | TrxR1 substrate
O=C1CSC(=S)N1/N=C/c1cccc(C(F)(F)F)c1 | -23% | 1% | ? | -17% | 1% | -0.2% | -51% | 0% | 2%
Cc1cc(C)n2nc(SCc3nnc(SCc4ccccc4C)s3)nc2n1 | -1% | -1% | 8% | 4%[57.4 µM] | 1% | 1.0% | 0% | -4% | 6%
CC(C)N(C(=O)CN1C(=O)C(=O)c2ccccc21)c1ccccc1 | -17% | ? | 12% | 0% | 1% | 1.9% | 22% | 7% | 1%
CCOc1ccc(/C=N/NC(=O)c2ccc3nc[nH]c3c2)cc1OC | -12% | -7% | . | -9% | -5% | . | . | -7% | .
COc1ccc(S(=O)(=O)N2CCCOC2CNC(=O)C(=O)NCc2ccco2)cc1C (stereo not given) | 0% | 7% | 13% | -7% | -14% | -0.8% | 12% | -3% | -3%
COc1ccccc1C(CNc1ncccc1[N+](=O)[O-])N(C)C (stereo not given) | -6% | -2% | -2% | -11% | -4% | -3.3% | 10% | 20% | -4%
CCCNCc1cc(OC)c(OCc2ccccc2)cc1Br | -24% | -3% | 10% | -7% | -10% | 0.7% | 6% | ? | 5%
COc1ccc(-n2ncc(C(=O)N3CCN(c4ccccn4)CC3)c2C2CCN(C(=O)OC(C)(C)C)CC2)cc1 | -4% | 18% | 15% | -16% | 0% | 1.4% | 5% | 0% | 9%
COC(=O)Cc1ccc(OC(=O)CCS(=O)(=O)c2ccc(Cl)cc2)cc1 | -23% | 1% | 8% | -29% | -1% | 0.1% | 4% | 3% | 2%
CCNC(=O)CC1C(=O)N(c2ccc(F)cc2)C(=O)N1Cc1cccs1 (stereo not given) | -20% | 17% | 24% | 21% | 1% | 0.1% | 3% | 19% | 2%
CCC(C)Sc1cccc(-c2nc3ccc(Cl)cn3c2NCc2ccccc2)c1 (stereo not given) | ? | 12% | 48%[activator][57.1 µM] | . | -1% | 5.9% | 6% | -5% | 29%[57.1 µM]
Cc1ccc(NC(=O)CSCC(=O)N2CCCc3ccccc32)cc1 | -23% | -6% | 15% | -6% | -3% | -0.3% | -23% | 7% | -3%[57.1 µM]
COc1ccccc1Nc1nc(N)nc(CN2CCCCC2)n1 | -2% | 0% | 12%[57.1 µM] | 40%&0%[activator] | -5% | -2.2% | -7% | 2% | 6%[57.1 µM]
CSc1nnc(-c2ccc(S(=O)(=O)N3CCCC3)cc2)n1C | -9% | 3% | ? | 0% | -1% | 2.9% | -7% | 3% | 11%[57.1 µM]
CCOc1ccc(CC(=O)N/N=C(\C)c2cccnc2)cc1OCC | -9% | -16% | 0% | i | 1% | 3.0% | 24% | 3% | -4%
COc1ccc(CNC2CCCC2)c(OC)c1OC | -6% | 6% | 4% | ? | -4% | 0.1% | 13% | -6% | 4%
CN(C)C(CNC(=O)c1ccc(NS(=O)(=O)c2ccc3[nH]c(=O)[nH]c3c2)cc1)c1ccccc1 (stereo not given) | -16% | 2% | 4% | -21% | 1% | -0.4% | -19% | 1% | -5%
CC1=CC(C)(C)N2C(=O)C3(C(C#N)=C(N)Oc4cc(O)ccc43)c3c(C)c(C)cc1c32 (stereo not given) | -18% | 23µM* | 5% | ? | -12% | -0.4% | -3% | 1% | -5%
